Source: PubChem BioAssay
aSyn 5UTR inh = 5' untranslated region of α-synuclein, MLPCN primary screen | alpha-synuclein 5'UTR reporter, inhibitor activity | inhibition, % (tested at 7.5 µM) | actives 0.82% (n = 300,000) | AID 1813; in the data active = inhibition above about 60%; inconclusive = no clear call, values can overlap the other calls;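 note: H4 neuroglioblastoma cells stably carrying SNCA 5'UTR luciferase fusion; 0% = DMSO wells and 100% = positive control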
GSK3B inh = human GSK3beta kinase inhibition. GST-GSK3beta kinase, ADP-Glo luminescence, 60 min; stronger effect = lower value. activity score (negative = inhibition), % at 10 µM. actives 0.038% (n = 300,000);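 active = more than half of replicate wells score below -50%, meaning over 50% inhibition versus plate controls; inconclusive = some replicates but at most half score below -50%; inactive = no replicate scores below -50%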;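 note: 0% = median DMSO wells and -100% = median GW8510 positive control wells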
Target sequence (P49841 whole entry, looked up): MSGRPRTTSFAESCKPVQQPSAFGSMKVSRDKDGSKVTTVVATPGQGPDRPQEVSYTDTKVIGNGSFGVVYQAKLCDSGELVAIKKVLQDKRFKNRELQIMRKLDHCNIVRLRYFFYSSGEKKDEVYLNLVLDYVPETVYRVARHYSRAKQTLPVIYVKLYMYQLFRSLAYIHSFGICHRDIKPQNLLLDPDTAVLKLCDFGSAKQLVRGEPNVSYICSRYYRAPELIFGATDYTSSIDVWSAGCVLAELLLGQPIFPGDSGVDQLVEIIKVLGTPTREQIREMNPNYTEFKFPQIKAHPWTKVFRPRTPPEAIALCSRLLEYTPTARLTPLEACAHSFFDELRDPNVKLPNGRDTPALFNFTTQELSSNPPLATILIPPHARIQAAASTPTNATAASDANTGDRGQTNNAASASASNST
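Test system – GST-tagged human GSK3beta kinase, cell-free · Incubation – 60 min enzyme reaction, room temperature · Signal – ADP-Glo luminescence · Also added – peptide substrate and ATP at 25 µM · Controls – DMSO neutral wells and GW8510 at 20 µM as positive · Buffer or medium – Tris/MgCl2 kinase buffer · Measure – Luminescence-derived activity versus plate DMSO and GW8510 wells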
GSK3A inh = inhibitors of human GSK-3 alpha kinase | P49840 | ADP-Glo luminescence, 60 min | inhibition, % at 10 µM | actives 0.1% (n = 320,000) | AID 2650;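 in the data active = inhibition above about 50%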;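 note: GST-tagged GSK-3 alpha with peptide substrate and 25 µM ATP; 0% = DMSO neutral wells and 100% = GW8510 positive control wells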
Target sequence (P49840 whole entry, looked up): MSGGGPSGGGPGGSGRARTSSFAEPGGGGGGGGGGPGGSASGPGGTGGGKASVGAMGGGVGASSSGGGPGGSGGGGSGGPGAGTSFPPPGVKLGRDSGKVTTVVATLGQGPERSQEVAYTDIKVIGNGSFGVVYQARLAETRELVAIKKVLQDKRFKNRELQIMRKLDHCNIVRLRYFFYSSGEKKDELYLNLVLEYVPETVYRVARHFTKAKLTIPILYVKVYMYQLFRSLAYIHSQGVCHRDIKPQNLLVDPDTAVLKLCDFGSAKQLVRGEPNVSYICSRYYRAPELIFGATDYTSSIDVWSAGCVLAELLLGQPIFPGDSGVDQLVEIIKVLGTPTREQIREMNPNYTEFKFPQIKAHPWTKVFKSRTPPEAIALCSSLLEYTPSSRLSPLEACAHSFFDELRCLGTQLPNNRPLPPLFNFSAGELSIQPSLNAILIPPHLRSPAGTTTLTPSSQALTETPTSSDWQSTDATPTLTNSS
HIF act = HIF pathway transcriptional activation | actives 0.32% (n = 300,000) | U2OS HRE-luciferase reporter, luminescence; normalized: DMSO 0%, desferrioxamine 100% | AID 1910 | activation, % at 7.5 µM (by protocol);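 active = mean activation of at least 10% of the iron chelator positive control signal, with at least half of replicates also reaching 10%; inconclusive = mean and replicate majority disagree about reaching 10%; inactive = mean and most replicates under 10%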
IEC-6 tox = kills IEC-6 intestinal cells in KLF5 counter-screen | IEC-6 cytotoxicity, luminescence viability | actives 0.78% (n = 290,000) | inhibition, % at 5 µM; in the data active = inhibition above about 22%;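 note: 0% = plate median of test compound wells and 100% = cytotoxic reference compound wells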
HSP90 inh = HSP90 refolding inhibition in rabbit reticulocyte lysate | inhibition, % at 5.6 µM | actives 0.91% (n = 290,000) | luciferase refolding luminescence, 3 h;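 active = inhibition above the screen-wide mean plus 3 SD, computed separately per campaign, cut at about 16% in these data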;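 note: 0% = DMSO wells and 100% = 60 µM geldanamycin wells; inhibitors lower the luminescence because luciferase stays unfolded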
AI-2 QS mod = modulators of Vibrio harveyi AI-2 quorum sensing system; actives 0.4% (n = 300,000); Vibrio harveyi JMH597 AI-2 luminescence/OD600 ratio, 9 h; stronger effect = lower value; strain lacks LuxN and CqsS sensors; 0 = neutral-control median; activity change, % at 7.5 µM; in the data active = activity change below about -75%, passing the limit was not always enough; inconclusive = no clear call, values can overlap the other calls;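 note: luminescence divided by OD600 gain over 9 h not by final OD600 alone; inactives centre near 13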
HSF1 activator = increases HSF-1 driven luciferase reporter signal | NIH3T3-HGL HSF-1 luciferase reporter, MG132, 8 h; 100% = twice DMSO control signal | activation, % at 9 µM | actives 1.7% (n = 300,000) | AID 504408;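 active = mean replicate activation of at least 50% with a set share of replicates each reaching 50%; inconclusive = only one of those two conditions met; inactive = mean below 50% and too few replicates reaching it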;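 note: 0% = median of the neutral control wells and 100% = twice that signal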
KLF5 inhibitor = inhibitors of KLF5 expression. DLD-1 KLF5 promoter-luciferase reporter, luminescence. actives 0.23% (n = 290,000). inhibition, % at 5 µM;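 active = inhibition above a per-plate limit of that plate's mean compound inhibition plus 3 SD, cut at about 60% in these data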;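 note: 0% = DMSO wells and 100% = LY294002 at 200 µM; higher means less KLF5 promoter-driven luciferase light; inactives centre near -14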
HSF1 inh = HSF1 inhibition; NIH3T3-HGL HSE-luciferase, MG132-induced, luminescence 8 h; stronger effect = lower value; activity change, negative = inhibition, % at 7.5 µM (by protocol); actives 0.77% (n = 300,000);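 active = more than half of replicate wells show activity change below -50%, luminescence cut by over half; inconclusive = some wells, but at most half, below -50%; inactive = no replicate well below -50%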;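 note: luciferase reports HSF-1 transcriptional activity via heat shock element; 0% = median of DMSO wells and -100% = zero luminescence signal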
An asterisk follows results filed as active; ? = inconclusive; . = not tested or not shown.

SMILES	aSyn 5UTR inh	GSK3B inh	GSK3A inh	HIF act	IEC-6 tox	HSP90 inh	AI-2 QS mod	HSF1 activator	KLF5 inhibitor	HSF1 inh
CCCCCn1c(CN2CCN(Cc3ccccc3)CC2)nc2c1c(=O)n(C)c(=O)n2C	-4	0	0	0.8	5	0	12	0	-12	-8
Cc1ccc(-c2nc3c4ccccc4ccn3c2CN2CCCCC2)cc1	-20	-1	1	0.3	12	-2	-1	-23	-14	0
Nc1nc(SCC(=O)Nc2ccc3c(c2)OCO3)n[nH]1	-9	-1	1	0.1	7	3	6	21	-24	1
CCCCOc1cccc(/C=N/NC(=O)c2csc(C)c2C)c1	11	-2	-1	-31	-4	-4	5	-19	-29	9
COC(=O)c1cccnc1-n1c(=O)c2cccnc2n(CC(=O)Nc2ccc(Br)cc2)c1=O	21	-3	0	-0.9	-9	0	12	0	7	-3
CCS(=O)(=O)c1ccc2oc(Nc3ccc(C(C)C)cc3)nc2c1	-95	0	.	1.1	-1	2	-20	-2	-74	8
COc1ccccc1NS(=O)(=O)c1ccc(C)c(C(=O)NCC(c2ccco2)N2CCCCC2)c1 (stereo not drawn)	2	2	0	-1.6	-5	-2	18	14	-30	-5
CCOC(=O)N1CCC(NC(=O)c2cn(-c3ccc(OC)cc3)c(=O)c3ccccc23)CC1	21	1	-2	-0.3	6	4	14	1	-19	-9
COc1ccc(C2=NCC(CSc3nnc(-c4ccc5c(c4)OCO5)o3)S2)cc1 (stereo not drawn)	-15	-3	12	0.6	-1	-2	12	27	-16	13
COc1cc2c(cc1OC)CN(C(=O)CNC(=O)c1ccc(OC(F)F)cc1)CC2	6	4	.	-0.1	-3	-2	10	-18	-18	-7
COCCOc1ccc(C(F)(F)F)cc1NC(=O)c1ccccc1	-31	2	-2	-0.8	2	-1	26	-11	-5	1
O=C(Nc1cccnc1)c1ccc(Br)c(S(=O)(=O)N2CCCC2)c1	-36	-1	4	0.3	5	2	11	5	-17	-4
Cc1ccc(S(=O)(=O)CCC(=O)Nc2ccc(F)cc2)cc1	-5	2	-3	-0.3	-4	2	21	1	-5	-6
Cc1cc(C)c(S(=O)(=O)c2ccccc2Cl)c(=O)[nH]1	-18	2	-2	-1.2	-4	4	10	1	-16	-3
Cc1cc(C)n(-c2ccc(C(=O)Nc3ccc(C)c(S(=O)(=O)N(C)C)c3)cc2)n1	-15	-3	-4	-0.3	1	1	12	-13	-6	4
CN(C)CCN1C(=O)C(O)=C(C(=O)c2cc3ccccc3o2)C1c1ccc(N(C)C)cc1 (stereo not drawn)	-35	1	3	.	-2	3	29	4	-76	3
CCOC(=O)C1=C(N)Oc2c(oc(CO)cc2=O)C1c1c(F)cccc1Cl (stereo not drawn)	13	1	0	-2.3	-1	0	5	3	8	4
O=C(N/N=C/c1cn(-c2cccs2)nc1-c1ccccc1)c1ccccc1Br	-73	8	-4	1.4	9	3	7	37	-32	16
O=C(N/C(=C\c1cccc([N+](=O)[O-])c1)C(=O)N1CCOCC1)c1ccco1	-13	1	1	-0.2	-1	-1	2	5	-19	-2
N#CCc1cccnc1Sc1ccc(Cl)cc1	3	2	-4	-0.2	.	.	8	3	.	-3
COc1ccc(NC(=O)NCc2ccc3c(c2)OCO3)c(OC)c1	-6	-3	-1	-0.2	-6	-7	16	-4	-24	1
O=S(=O)(Cc1cc(Sc2ccccc2)nc(-c2ccccc2)n1)c1ccccc1	6	1	-1	0.2	-4	5	15	17	13	9
COc1ccc(NS(=O)(=O)c2cc(NC(=O)c3ccncc3)ccc2N2CCOCC2)cc1	12	2	-1	-1.3	4	0	14	4	2	-7
CN(C)S(=O)(=O)c1ccc(C(=O)N2CCCC2c2nc3ccccc3s2)cc1 (stereo not drawn)	27	-3	-3	-0.3	-3	-6	12	-7	-16	-7
COc1cccc(CNC(=O)c2ccc3c(c2)N(C)CCS3)c1OC	-6	1	1	0.1	7	2	4	13	-7	8
CCn1nc(C)cc1C(=O)N1CCCC(C(=O)c2ccccc2SC)C1 (stereo not drawn)	-11	5	1	0.3	13	-2	7	-5	4	-3
O=C(COC(=O)c1ccccn1)NCc1ccccc1Cl	16	2	-1	0.1	0	-2	23	6	-1	7
CC(C)[C@H]1COCCS(=O)(=O)N1Cc1cccc(Cl)c1	21	1	-3	-0.2	0	3	13	-7	-26	-6
CNC(=O)c1ccsc1NC(=O)c1ccc(S(=O)(=O)N2CCOCC2)cc1	26	-6	-2	0.0	0	-1	22	3	10	-2
Cc1ccc(-c2csc3nc4ccc(C(=O)NCCO)cc4c(=O)n23)cc1	24	-1	-2	-0.8	.	.	20	1	.	3
O=C(CN1CCN(c2ncc(C(F)(F)F)cc2Cl)CC1)NCCNc1ncc(C(F)(F)F)cc1Cl	13	2	-1	-0.1	4	4	13	32	-9	8
C=CCn1c(C(C)NC(=O)c2ccc(C)cc2)n[nH]c1=S (stereo not drawn)	5	1	0	-0.2	-3	-3	6	-5	-21	-3
S=c1[nH]nc(COc2ccccc2)n1/N=C/c1ccccc1Br	23	-3	-1	-0.2	-7	1	16	-2	-37	5
CCOc1ccc(C(=O)NCC(=O)N2CCC(C)CC2)cc1OCC	10	1	-2	-0.6	-5	-6	12	-10	-2	-4
CCC(C)(C(=O)NC1CCCCC1)N(C(=O)c1cnccn1)c1c(C)n(C)n(-c2ccccc2)c1=O (stereo not drawn)	2	-2	-2	0.0	1	-1	38	-8	-12	-10
CCCCSC1=C(C#N)C(c2ccccc2C)CC(=O)N1 (stereo not drawn)	3	2	-2	0.0	3	-5	12	-67	-8	-59*
O=C(Cc1cccs1)N(CC1CCCO1)C1(C(=O)NC2CCCCC2)CCCCC1 (stereo not drawn)	2	0	-4	0.0	4	-4	16	2	-4	3
O=C(Nc1nnc(C2CC2)s1)c1cc(S(=O)(=O)N2CCN(c3ccccc3)CC2)ccc1Cl	-7	-2	0	-0.4	6	0	29	-1	-16	0
O=C(Nc1ccc2c(c1)OCO2)C(c1ccc(Cl)cc1)N1CCN(C(=O)c2ccco2)CC1 (stereo not drawn)	7	-2	-1	0.6	-1	-1	6	32	-12	7
CCOc1ccc(CNC(=O)c2cccc(NC(=O)C3=C(C)OCCS3)c2)cc1	11	-1	-1	0.5	0	2	-16	?	-2	20
COc1ccc(N2CSC3=C(C#N)C(c4cc(OC)ccc4OC)CC(=O)N3C2)c(OC)c1 (stereo not drawn)	-9	-1	0	0.0	-3	3	6	2	-43	8
CCSC1=NC(C)(C)C=C(/C=C/c2ccc(Cl)cc2Cl)N1	-15	1	-1	0.7	2	6	18	0	-1	7
COc1cc(/C=C(\C#N)C(=O)Nc2cccnc2)ccc1OC(C)C	.	.	-1	.	-3	-2	.	.	-13	.
Cc1cc(NC(=O)CN2CCCC(C)C2)no1 (stereo not drawn)	14	-2	0	0.9	4	-3	35	2	-8	-13
Cc1cccnc1NS(=O)(=O)c1cccc([N+](=O)[O-])c1	7	-3	-2	0.2	0	-4	7	-7	-17	1

Given in CSV form: part of the list above.
SMILES,aSyn 5UTR inh,GSK3B inh,GSK3A inh,HIF act,IEC-6 tox,HSP90 inh,AI-2 QS mod,HSF1 activator,KLF5 inhibitor,HSF1 inh
CCOc1ccc(C(=O)NCC(=O)N2CCC(C)CC2)cc1OCC,10,1,-2,-0.6,-5,-6,12,-10,-2,-4
CCC(C)(C(=O)NC1CCCCC1)N(C(=O)c1cnccn1)c1c(C)n(C)n(-c2ccccc2)c1=O (stereo not drawn),2,-2,-2,0.0,1,-1,38,-8,-12,-10
CCCCSC1=C(C#N)C(c2ccccc2C)CC(=O)N1 (stereo not drawn),3,2,-2,0.0,3,-5,12,-67,-8,-59*
O=C(Cc1cccs1)N(CC1CCCO1)C1(C(=O)NC2CCCCC2)CCCCC1 (stereo not drawn),2,0,-4,0.0,4,-4,16,2,-4,3
O=C(Nc1nnc(C2CC2)s1)c1cc(S(=O)(=O)N2CCN(c3ccccc3)CC2)ccc1Cl,-7,-2,0,-0.4,6,0,29,-1,-16,0
O=C(Nc1ccc2c(c1)OCO2)C(c1ccc(Cl)cc1)N1CCN(C(=O)c2ccco2)CC1 (stereo not drawn),7,-2,-1,0.6,-1,-1,6,32,-12,7
CCOc1ccc(CNC(=O)c2cccc(NC(=O)C3=C(C)OCCS3)c2)cc1,11,-1,-1,0.5,0,2,-16,?,-2,20
COc1ccc(N2CSC3=C(C#N)C(c4cc(OC)ccc4OC)CC(=O)N3C2)c(OC)c1 (stereo not drawn),-9,-1,0,0.0,-3,3,6,2,-43,8
CCSC1=NC(C)(C)C=C(/C=C/c2ccc(Cl)cc2Cl)N1,-15,1,-1,0.7,2,6,18,0,-1,7
COc1cc(/C=C(\C#N)C(=O)Nc2cccnc2)ccc1OC(C)C,.,.,-1,.,-3,-2,.,.,-13,.
Cc1cc(NC(=O)CN2CCCC(C)C2)no1 (stereo not drawn),14,-2,0,0.9,4,-3,35,2,-8,-13
Cc1cccnc1NS(=O)(=O)c1cccc([N+](=O)[O-])c1,7,-3,-2,0.2,0,-4,7,-7,-17,1

(more compounds)
SMILES	aSyn 5UTR inh	GSK3B inh	GSK3A inh	HIF act	IEC-6 tox	HSP90 inh	AI-2 QS mod	HSF1 activator	KLF5 inhibitor	HSF1 inh
CCCN(CCC)CCCNC(=O)c1nn(-c2cccc(OC)c2)c(=O)c2ccccc12	0	-1	.	0.0	-3	-1	13	9	-6	-10
Cc1ccsc1/C=N/n1c(-c2cc(-c3ccccc3)n[nH]2)n[nH]c1=S	0	1	-2	0.0	2	1	6	10	-6	2
N#Cc1ccccc1NC(=O)COC(=O)CCc1ccc(S(=O)(=O)N2CCCCC2)cc1	4	2	-2	1.3	-10	6	27	1	-19	-7
COc1ccc(Cl)c2sc(N3CCN(C(=O)c4ccco4)CC3)nc12	8	-1	0	-0.2	.	.	31	-14	.	-4
Cc1ccccc1Nc1nc(N)nc(CN2CCN(Cc3ccc4c(c3)OCO4)CC2)n1	2	1	1	-0.3	0	0	12	20	-4	-8
O=C(NCc1ccc(Cl)cc1)C1CCCN(c2ncnc3c2nc2n3CCCCC2)C1 (stereo not drawn)	8	-1	-1	0.2	-1	2	3	1	-12	1
O=C(Nc1nnc(S(=O)(=O)N2CCOCC2)s1)c1ccccc1Br	-12	3	-5	-0.3	1	-1	6	-10	4	-2
CSCc1nnc(NC(=O)c2ccc(S(=O)(=O)N(CC(C)C)CC(C)C)cc2)o1	37	2	.	-20	-5	-2	21	14	-5	-7
COc1ccc(NC(C)C(=O)N/N=C/c2c(O)ccc3ccccc23)cc1 (stereo not drawn)	45	3	-3	-1.6	5	1	5	8	27	2
CC(C)CCC(O)(CCC(C)C)C(=O)NNc1ccccc1	8	-1	1	0.0	-2	0	36	3	-5	6
